Source: PubChem (several laboratories)
CAL PDZ FP-1: inhibitors of human CAL PDZ peptide binding. Q9HD26. purified CAL PDZ, TMR-peptide fluorescence polarization, 1 h. inhibition, % at 20 µM. actives 0.02% (n = 330,000). AID 504414;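 active = highest replicate inhibition of at least 40%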;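 also: plate controls were DMSO neutral control wells for no effect and unlabeled competitor peptide control wells for full effect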
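Test system: purified CerCALP PDZ construct; Compound dosing: one concentration, 20 µM compound; Also added: TMR-labelled reporter peptide T*-PRC34 bound in PDZ groove; Read-out: inhibition from polarization loss; Controls: unlabelled peptide and DMSO controls; Signal: FP readout, S and P plane fluorescence; Incubation: 1 h at RT.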
Keap1 Nrf2 FP: disrupts human Keap1 binding to Nrf2 peptide; AID 504523; actives 0.15% (n = 340,000); inhibition, % at 9.4 µM; Keap1 Kelch-Nrf2 peptide fluorescence polarization, 1536-well; Q14145; in the data active = inhibition above about 12%;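 also: human Keap1 Kelch domain with fluorescein labeled Nrf2 9mer peptide probe; 0% = neutral control wells and 100% = peptide positive control; higher means more block of Keap1 binding to Nrf2 peptide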
Target sequence (Q14145 whole entry, looked up, the tested form may be a part): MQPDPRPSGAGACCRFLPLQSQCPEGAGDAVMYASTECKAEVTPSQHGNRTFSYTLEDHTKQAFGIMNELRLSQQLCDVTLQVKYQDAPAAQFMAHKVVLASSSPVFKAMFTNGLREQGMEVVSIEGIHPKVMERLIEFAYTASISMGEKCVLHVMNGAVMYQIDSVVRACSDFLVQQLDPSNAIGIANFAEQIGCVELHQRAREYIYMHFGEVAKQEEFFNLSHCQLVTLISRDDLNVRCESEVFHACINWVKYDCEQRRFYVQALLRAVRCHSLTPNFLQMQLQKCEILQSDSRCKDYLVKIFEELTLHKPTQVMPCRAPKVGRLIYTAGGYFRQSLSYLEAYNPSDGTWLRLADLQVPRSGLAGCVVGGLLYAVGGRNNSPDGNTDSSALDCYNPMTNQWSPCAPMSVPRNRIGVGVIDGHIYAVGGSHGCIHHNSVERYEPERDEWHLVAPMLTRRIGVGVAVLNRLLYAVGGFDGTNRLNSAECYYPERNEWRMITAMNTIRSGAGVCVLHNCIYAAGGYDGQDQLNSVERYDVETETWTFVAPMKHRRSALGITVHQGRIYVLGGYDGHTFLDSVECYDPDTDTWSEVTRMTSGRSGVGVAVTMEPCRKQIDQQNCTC
DAGLB inh: blocks human DAGLB lipase activity; Q8NCG7; actives 0.059% (n = 340,000); inhibition, % at 5.17 µM; HEK293T DAGLB membrane lysate, EnzChek fluorogenic substrate; AID 504411; in the data active = inhibition above about 34%;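 also: 0% = enzyme with vehicle and 100% = wells lacking enzyme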
NSD2 inh: blocks human histone methyltransferase NSD2. NSD2 peptide methylation, AlphaScreen, 120 min. inhibition, % at 12.5 µM. actives 0.54% (n = 310,000); in the data active = inhibition above about 50%
Arr AP2 block: blocks beta-arrestin peptide binding to AP2 adaptin; AID 504490; inhibition, % at 10 µM; actives 0.31% (n = 340,000); FITC-arrestin peptide / GST-AP2 beads, flow cytometry; AP2 beta2 appendage carries R879A mutation;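 active = inhibition above a set limit, near 3 SD of compounds lacking own fluorescence, cut at about 54% in these data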;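 also: plate controls were DMSO wells for no effect and 5 µM unlabelled arrestin peptide for full effect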
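System: GST-tagged AP2 beta2-adaptin appendage (R879A) on 4 µm glutathione beads / Reagent: FITC-arrestin peptide, 50 nM / Detection: HyperCyt-sampled flow cytometry, FL1 channel, ex 488/em 535 nm / Timing: 12 min plus 1 h, RT / Buffer or medium: PBS plus Tween 20 (0.05%) and BSA (0.1%)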
C-LANA FP: inhibitors of KSHV LANA C-terminal domain DNA binding; MBP-C-LANA/FAM-LBS DNA binding, fluorescence polarization; inhibition, % at 9 µM; actives 0.078% (n = 340,000); AID 504423;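 active = highest replicate inhibition at or above 60% at 9 µM, even if other replicates fall short; inactive = all replicates below 60% inhibition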;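 also: 0% = neutral control wells and 100% = 4 µM acridine orange control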
V-ATPase pH: alters yeast V-ATPase proton transport; AID 504577; actives 0.37% (n = 350,000); S. cerevisiae, pHLuorin cytosolic pH fluorescence; response, % at 10 µM; in the data active = response mostly above about 7.3%, no sharp cut-off; inactive = mostly below about 5.4%; also: actives read high; inactives centre near 0; some compounds called inactive have numbers as strong as hits
Pemphigus Ab inh: human desmoglein-3 autoantibody binding inhibition. binding (percent of control), % at 10 µM. DSG3-coupled beads, scFv-anti-DSG3-GFP binding, flow cytometry; hits give low values. actives 0.48% (n = 310,000). P32926;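 active = binding more than 3 SD below its plate's average and above zero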;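 also: hits lower antibody fragment binding to DSG3; some compounds called inactive have numbers as strong as hits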
CAL PDZ FP-2: CAL PDZ (human) peptide binding inhibition; Q9HD26; purified CAL PDZ, TMR-peptide fluorescence polarization, 1 h; inhibition, % at 24.9 µM; actives 0.92% (n = 300,000); AID 602252;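 active = mean inhibition of at least 30% with at least half of replicates also reaching 30%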;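 also: 0% = DMSO neutral control and 100% = excess unlabeled competitor peptide PRC23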
RTF Ca sens inh: cardiac RTF calcium desensitization; P19429+P45379; IANBD-labeled cardiac RTF, Ca2+ fluorescence; inhibition, % at 7.15 µM; actives 0.12% (n = 340,000); AID 493244;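 active = inhibition above the mean inhibition of all tested compounds plus 3 SD, cut at about 17% in these data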;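 also: assay run at fixed EC70 calcium of 1.6 mM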
The depositor's hits bear a star; · = no result given. These rows are one share of the data (hit frequency here may not be typical).

SMILES	CAL PDZ FP-1	Keap1 Nrf2 FP	DAGLB inh	NSD2 inh	Arr AP2 block	C-LANA FP	V-ATPase pH	Pemphigus Ab inh	CAL PDZ FP-2	RTF Ca sens inh
CCOc1ccccc1NC1c2ccccc2C(=O)N1c1ccc(C)cn1 (configuration not stated)	0.5	1	-2	·	1	1.0	-3	107	-1	-8
O=C1COc2ccc(C(=O)c3ccccc3)cc2CN1	-2.8	0	-2	1	6	1.7	-1	83	-2	6
CCOc1ccc(C2C=C(c3ccc(F)cc3)Nc3ncnn32)cc1 (configuration not stated)	-0.5	4	0	0	-2	1.0	0	91	-7	-4
CN1C(=S)SC(N(O)C(=O)Nc2cccc3ccccc23)C1(C)C (configuration not stated)	-0.7	3	0	0	9	4.4	-3	·	-3	-5
O=C(O)C1CC2CCC1CC2 (configuration not stated)	0.2	1	-1	-3	5	-5.2	-4	97	4	-1
Cc1ccc(C(=O)N/C(=C\c2ccco2)C(=O)NCCCn2ccnc2)cc1	0.8	8	2	-2	12	0.9	2	110	-7	0
N/C(=N\OC(=O)Cc1ccccc1[N+](=O)[O-])c1cccc(Br)c1	-2.4	1	-1	-1	17	-0.9	13*	117	2	-18
Nc1ncc(Br)cc1S(=O)(=O)NCCC(=O)NCCc1ccccc1	-2.8	0	0	7	28	0.7	-4	·	-3	-4
CN(C)c1ccc(C(O)P(=O)(OC2CCCCC2)OC2CCCCC2)cc1 (configuration not stated)	-0.2	-2	-2	5	-7	-0.6	-2	122	·	-2
Cc1cnc(C(=O)N(CC(C)C)c2c(N)n(CC(C)C)c(=O)[nH]c2=O)cn1	-0.2	-8	-1	·	-4	-1.3	1	103	2	-3
CCN1CCN(C(=O)c2cc(COc3ccc(C(C)=O)cc3OC)on2)CC1	-1.1	0	0	-1	-4	0.0	-2	·	-8	-3
C#CCOCC1CNC(=S)O1 (configuration not stated)	·	·	-2	2	·	·	-1	105	·	·
CCn1nnnc1-c1ccc(OC)c(S(=O)(=O)NCCc2ccccc2)c1	-0.5	0	-3	-3	1	1.7	2	100	-5	-10
O=S(=O)(NC(=S)c1ccccc1)c1ccc(Cl)cc1	-3.5	1	8	3	1	0.7	3	98	-4	-8
CCOCCCNCC(=O)NCC1CCCCC1	-0.3	0	-1	0	8	-1.6	0	104	·	-10
COC(=O)CC1COc2ccccc2N1C(=O)c1ccc(Br)cc1 (configuration not stated)	-0.7	2	-2	-1	11	0.1	-1	112	-10	14
Cc1nc2sc(C(c3cccs3)N3CC(C)CC(C)C3)c(O)n2n1 (configuration not stated)	-1.7	1	-2	·	0	0.3	1	83	·	1
Cc1ccc(C)c(Cn2c(C(C)O)nc3ccccc32)c1 (configuration not stated)	-0.8	-7	-3	0	30	0.7	-1	101	-6	-3
CC(=O)Nc1ccc(NC(=O)COC(=O)c2c(C)nn(-c3ccccc3)c2C)cc1	-1.9	-5	-1	-1	7	0.8	0	95	-6	5
CCn1cc(C(=O)O)c(=O)c2cnc(N3CCN(C(=S)Nc4ccccc4)CC3)nc21	-1.6	-2	0	4	-4	-1.4	-4	102	-1	-9
O=C(COC(=O)/C=C/c1ccco1)Nc1cccc([N+](=O)[O-])c1	-1.3	-4	0	-2	24	0.4	-3	91	0	2
CCNC(=S)/N=C(/Nc1ccc(OC)cc1)Nc1nc(C)cc(C)n1	·	·	·	-3	-8	·	1	104	·	·
O=C(NNC(=S)Nc1ccc(Cl)c(Cl)c1)c1ccccn1	0.1	-4	18	-4	18	-2.1	-1	94	4	7
CCOc1ccc(C(C)NC(=O)C2CCCC2)cc1 (configuration not stated)	0.5	-3	-1	1	2	-1.6	3	105	-4	-4
CCN(CC)CCn1c(=S)[nH]c2cc(C(=O)NCc3ccc(C)cc3)ccc2c1=O	-4.3	0	0	2	7	-1.0	0	104	-2	-6
O=C(c1ccc(Cl)c(NC2=NC3CS(=O)(=O)CC3S2)c1)N1CCN(c2ccc(F)cc2)CC1 (configuration not stated)	-1.9	-4	0	-1	-5	0.8	2	104	-4	4
COC(=O)C1CCN(C(=O)COC(=O)c2cccc(NS(=O)(=O)c3ccccc3)c2)CC1	-3.2	1	-3	1	27	0.7	-1	98	-1	-1
O=C(O)c1ccc(-n2nc(C(F)(F)F)c3c2-c2ccoc2CC3)cc1	-0.2	-8	6	0	4	1.1	1	102	·	-3
O=C(OC(C(=O)O)C(OC(=O)c1ccccc1)C(=O)NCc1ccccc1)c1ccccc1 (configuration not stated)	-0.1	-2	1	1	29	0.2	-2	104	-5	-2
O=C(CN1CSCC1=O)N1CCN(S(=O)(=O)c2ccc(Cl)cc2)CC1	0.7	-3	0	0	-3	1.4	-4	·	-4	-1
O=C(N/N=C/c1ccncc1)C1CC1C(=O)N/N=C/c1ccncc1 (configuration not stated)	-1.9	-1	2	-1	-2	-1.7	1	103	1	-6
O=C(CCCCCBr)N1CCC(CC2CC(c3cccc(Br)c3)=NO2)(C(=O)NCC2CCCCC2)CC1 (configuration not stated)	-2.8	4	4	·	-6	2.2	-4	107	-6	-8
O=C(c1ccc2nc(N3CCCCC3)sc2c1)N1CCN(Cc2ccc3c(c2)OCO3)CC1	-0.2	4	1	·	-2	1.2	-5	104	-3	-7
Cn1c(=O)c2c(nc(Cc3ccccc3)n2C)n(C)c1=O	-2.3	-2	-1	-2	25	0.2	0	100	-3	-4
OCCC1CN(Cc2ccn[nH]2)CCN1Cc1ccc(F)c(F)c1 (configuration not stated)	-1.5	-4	-1	-1	11	-0.4	-1	108	-4	-14
Cc1ccc(CN2C(=O)c3ccccc3NC2c2ccccn2)cc1 (configuration not stated)	-0.5	-5	3	-2	-2	-0.3	-1	100	58*	-17
CC1CC(C)CN(CCCNC(=O)c2ccc(CS(=O)(=O)Cc3cccc(Cl)c3)o2)C1 (configuration not stated)	0.0	-3	1	0	1	0.5	-4	106	·	-11
COc1cc(NC(=O)C23CC4CC(C2)CC(n2nnc(C)n2)(C4)C3)c(OC)cc1Cl	-4.6	-2	-1	0	-2	-0.9	3	102	-4	-15
Cc1ccc(CN2C(=O)C(Cc3ccccc3)Nc3ncnc(N4CCN(c5ccccc5)CC4)c32)cc1 (configuration not stated)	0.2	-4	-3	·	-3	-2.6	2	98	-3	0
COc1ccc(OCC(=O)Nc2ccc3nc(C)sc3c2)cc1	-2.9	2	-11	·	-30	1.4	0	110	-4	-8
NS(=O)(=O)c1ccc(-c2ccc(/C=N/NC(=O)c3ccc([N+](=O)[O-])cc3)o2)cc1	-1.3	1	6	3	9	0.1	-2	75*	1	-3
CCn1c(CSc2nnc(-c3ccncc3)n2C)nc2cc(C(=O)O)ccc21	1.8	0	-3	2	24	1.8	3	97	-3	2
Cn1c(NCCN2CCOCC2)nc2c1c(=O)n(Cc1cccc(Cl)c1)c(=O)n2C	-0.7	-1	2	2	11	-0.5	4	105	-1	5
CCOc1cc(C(=O)NCc2ccc3c(c2)OCO3)cc(OCC)c1OCC	-1.6	-3	-5	·	16	-0.7	-2	114	-4	7
Cc1cccc(C)c1N1CCN(C(=O)c2ccc3c(c2)OCO3)CC1	-1.6	0	-5	-2	13	-0.3	1	102	-4	1

Single records, from the list above. Order of values: CAL PDZ FP-1, Keap1 Nrf2 FP, DAGLB inh, NSD2 inh, Arr AP2 block, C-LANA FP, V-ATPase pH, Pemphigus Ab inh, CAL PDZ FP-2, RTF Ca sens inh
Results for Cc1ccc(CN2C(=O)C(Cc3ccccc3)Nc3ncnc(N4CCN(c5ccccc5)CC4)c32)cc1 (configuration not stated) = 0.2, -4, -3, ·, -3, -2.6, 2, 98, -3, 0
Results for COc1cc(NC(=O)C23CC4CC(C2)CC(n2nnc(C)n2)(C4)C3)c(OC)cc1Cl = -4.6, -2, -1, 0, -2, -0.9, 3, 102, -4, -15
Results for CCn1c(CSc2nnc(-c3ccncc3)n2C)nc2cc(C(=O)O)ccc21 = 1.8, 0, -3, 2, 24, 1.8, 3, 97, -3, 2

Other results
SMILES	CAL PDZ FP-1	Keap1 Nrf2 FP	DAGLB inh	NSD2 inh	Arr AP2 block	C-LANA FP	V-ATPase pH	Pemphigus Ab inh	CAL PDZ FP-2	RTF Ca sens inh
CCCCc1cc(=O)oc2cc(OCC(=O)Nc3ccccn3)ccc12	-0.3	3	-1	-4	-5	-0.6	3	·	19	-9
CCNc1sc(S(C)(=O)=O)nc1S(=O)(=O)c1ccc(Cl)cc1	-3.1	-1	2	-8	2	0.2	0	102	·	-12
O=C(c1ccc(Cl)cc1)c1cnc(Nc2ccccc2)s1	-0.1	-5	-2	0	23	-0.5	0	101	·	-4
CCCc1cc(C(=O)N(C)CC(=O)Nc2ccc(OCC)c(OCC)c2)sc1C	-2.8	-3	-5	1	2	-0.9	-1	101	0	-4
Cc1ncc([N+](=O)[O-])n1CCOC(=O)c1ccc(Cl)cc1Cl	-0.2	0	1	-1	9	-1.8	-1	106	0	2
O=C(NC(Cc1cccc(F)c1)C(=O)O)C1CCCCC1 (configuration not stated)	1.0	-1	-3	·	28	3.0	-6	102	-3	5
CC(=O)OCC(=O)[C@@]12OC(C)(C)O[C@@H]1CC1C3C[C@H](F)C4=CC(=O)C=CC4(C)[C@@]3(F)C(O)CC12C (some centres not stated)	0.0	0	1	·	8	-1.9	0	114	-1	13
COc1ccc2c(c1OC)C(=O)N(c1ccc3c(c1)CCC3)C2=O	-0.9	-6	2	-1	-5	-2.5	-6	89	·	-3
Cc1c(Cl)cccc1-c1ccc(C(=O)N2CCN(c3ccc([N+](=O)[O-])cc3)CC2)o1	-0.8	-3	-2	-2	2	0.3	1	104	-1	-10
Cc1ccc(CNC(=O)CCNS(=O)(=O)c2ccc(Br)s2)cc1	-1.1	-2	-1	3	15	1.2	-2	99	7	-1
Cc1nc2ccccc2c(=O)n1-c1cccc(NS(=O)(=O)c2ccccc2)c1	-2.2	-3	1	0	1	-0.6	-2	101	0	-8
CC1=Nn2c(nc3sc4c(c3c2=O)CCCC4)SC1	-1.4	2	-3	-4	-13	1.4	-2	103	0	-3
Cc1cc(SCC(=O)c2cccs2)n2nc(C)c(-c3ccc(Cl)cc3)c2n1	-1.5	-4	3	-8	10	0.3	-1	71	-3	-26
O=C(NCc1ccccn1)C1CCN(S(=O)(=O)c2ccccc2F)CC1	-1.4	-2	-2	-3	0	-0.4	-3	107	-6	-1
CN1CCCC(OC(=O)c2cc(Cl)cc(Cl)c2)C1 (configuration not stated)	-0.3	-3	1	1	9	-1.3	-2	109	2	-1
O=C(NCC(=O)N1CCCC1)c1ccc(Br)cc1	-2.0	-1	-1	-5	20	-0.2	2	103	0	3
Cc1cccc(N2CCN(C(=O)C3CCN(S(=O)(=O)c4c(C)noc4C)CC3)CC2)c1C	0.2	1	-2	0	49	-1.3	-1	104	·	-3
COc1ccc2sc(-c3ccc(S(C)(=O)=O)cc3)c(C#Cc3cncn3C)c2c1	-0.8	-2	-3	·	26	-0.8	-16	93	1	1
Cc1ccc(C)c(CSc2ccc3nnc(-c4ccccn4)n3n2)c1	-2.1	0	-1	5	10	0.3	-1	105	-6	-4
